DSG3 Ab inh = human desmoglein-3 autoantibody binding inhibition; P32926; DSG3-coupled beads, scFv-anti-DSG3-GFP binding, flow cytometry; active compounds read low; binding (percent of control), % at 10 µM; 310,000 compounds, 0.48% hits;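 active means binding more than 3 SD below its plate's average and above zero; inconclusive means below that plate limit but binding exactly zero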;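 further: hits lower antibody fragment binding to DSG3; some compounds called inactive have numbers as strong as hits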
Arrestin-AP2 inh = blocks beta-arrestin peptide binding to AP2 adaptin; FITC-arrestin peptide / GST-AP2 beads, flow cytometry; AP2 beta2 appendage carries R879A mutation; 340,000 compounds, 0.31% hits; inhibition, % at 10 µM;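 active means inhibition above a set limit, near 3 SD of compounds lacking own fluorescence, cut at about 54% in these data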;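 further: plate controls were DMSO wells for no effect and 5 µM unlabelled arrestin peptide for full effect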
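Material – GST-tagged AP2 beta2-adaptin appendage (R879A) on 4 µm glutathione beads · Probe or stimulus – fluorescein-tagged arrestin peptide at 50 nM final · Timing – 12 min plus 1 h, RT · Detection – bead flow cytometry, FITC channel · Read-out basis – inhibition as reduced fluorescein signal on beads, percent · Medium – PBS plus Tween 20 (0.05%) and BSA (0.1%)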
CDK5 inh = inhibitors of human CDK5/p35 kinase | Recombinant CDK5/p35, ADP-Glo luminescence, 60 min | AID 488839 | inhibition, % at 10 µM | 330,000 compounds, 0.01% hits;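 active means highest replicate inhibition of at least 50% and at least 75% of replicates reaching 50%; inconclusive means only one of the two criteria met; inactive means both criteria failed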;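 further: plate controls were DMSO neutral control for no effect and GW8510 at 10 µM for full effect; many of its hits are not listed in these tables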
Target sequence (Q00535 whole entry, looked up): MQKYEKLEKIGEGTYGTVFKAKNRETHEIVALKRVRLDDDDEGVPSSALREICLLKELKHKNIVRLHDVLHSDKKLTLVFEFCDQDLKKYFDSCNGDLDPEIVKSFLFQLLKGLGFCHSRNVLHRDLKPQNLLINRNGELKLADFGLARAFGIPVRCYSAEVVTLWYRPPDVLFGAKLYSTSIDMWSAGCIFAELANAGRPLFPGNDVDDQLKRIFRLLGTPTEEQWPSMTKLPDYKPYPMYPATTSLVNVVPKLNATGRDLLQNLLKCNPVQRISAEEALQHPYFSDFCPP
Target sequence (Q15078 whole entry, looked up): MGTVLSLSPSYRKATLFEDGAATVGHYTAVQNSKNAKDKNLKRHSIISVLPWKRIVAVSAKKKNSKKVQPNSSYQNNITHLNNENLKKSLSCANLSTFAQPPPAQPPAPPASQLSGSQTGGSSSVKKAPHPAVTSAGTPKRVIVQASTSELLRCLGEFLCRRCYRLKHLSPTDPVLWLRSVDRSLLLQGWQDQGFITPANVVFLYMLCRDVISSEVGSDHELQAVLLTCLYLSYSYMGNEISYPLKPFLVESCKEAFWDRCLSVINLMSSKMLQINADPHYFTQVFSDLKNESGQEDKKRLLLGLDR
NSD2 HMT inh = inhibitors of human histone methyltransferase NSD2 | AID 743445 | NSD2 peptide methylation, AlphaScreen, 120 min | inhibition, % at 12.5 µM | 310,000 compounds, 0.54% hits; in the data active means inhibition above about 50%
PKA-R2B activ = PKA-R2B complex activation | 340,000 compounds, 0.079% hits | activation, % at 11.4 µM | PKA-R2B holoenzyme dissociation, Cy5-IP20 fluorescence polarization; R2B truncated from residue 108, S112A mutant; 0% DMSO only, 100% 113 µM cGMP | P22694+P31323;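 active means activation above a cutoff set at the mean over all compounds plus 3 SD, cut at about 18% in these data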;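 further: higher means more holoenzyme dissociation and a rise in polarization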
PKA-R1A act = activates the PKA-R1A holoenzyme complex; P00514+P68181; PKA-R1A dissociation, Cy5-IP20 fluorescence polarization; scaled: DMSO 0%, 113 µM cGMP 100%; activation, % at 11.4 µM; 340,000 compounds, 0.083% hits;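 active means percent activation above the mean of all tested compounds plus 3 SD, cut at about 19% in these data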;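 further: higher means more PKAc released from R1A so a rise in polarization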
dFosB activator = mouse delta FosB homodimer activation; P13346; purified delta FosB, TAMRA-CDK5 oligo fluorescence polarization; percent of positive-control signal above neutral wells; activation, % at 25 µM; 340,000 compounds, 0.99% hits; AID 493131;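 active means mean activation above about 17%, with every replicate also reaching it, limit read from the data, passing the limit was not always enough; inconclusive means only one of the two conditions met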;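 further: fluorescence polarization rise as delta FosB binds a TAMRA Cdk5 AP-1 oligo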
Target sequence (P13346 whole entry, looked up): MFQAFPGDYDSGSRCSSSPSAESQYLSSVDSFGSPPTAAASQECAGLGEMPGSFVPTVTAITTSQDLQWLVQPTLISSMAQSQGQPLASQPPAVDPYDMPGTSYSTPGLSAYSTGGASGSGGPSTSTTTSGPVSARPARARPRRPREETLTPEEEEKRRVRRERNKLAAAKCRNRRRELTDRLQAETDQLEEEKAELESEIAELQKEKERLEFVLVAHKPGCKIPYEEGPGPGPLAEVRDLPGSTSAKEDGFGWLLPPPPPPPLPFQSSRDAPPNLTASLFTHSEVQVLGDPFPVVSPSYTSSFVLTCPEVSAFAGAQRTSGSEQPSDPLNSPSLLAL
SUMO Mot1 rescue = inhibitors of SUMOylation pathway: yeast Mot1-301 growth rescue | AID 2716 | 320,000 compounds, 1% hits | growth rescue, % at 18.8 µM | S. cerevisiae Mot1-301 growth rescue, ATP luminescence, 38.5C; percent above DMSO median, 100 means doubled;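 active means every valid replicate shows activation above 250% relative to neutral control wells; inactive means the rest, any valid replicate at or below 250%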;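 further: OY570 slx delta 5 strain wells were the positive control but not used for scaling; some compounds called inactive have numbers as strong as hits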
SR-BI DiI-HDL act = activators of SR-BI mediated HDL lipid uptake. CHO ldlA[mSR-BI] cells, DiI-HDL uptake fluorescence, 3 h; 100 = double the neutral-control signal. activation, % at 12.5 µM. 320,000 compounds, 0.096% hits. AID 504775;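 active means mean replicate activation of at least 60% and every replicate at or above 60%; inconclusive means mean or all-replicate condition met, but not both; inactive means mean below 60% and not all replicates reaching 60%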;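 further: 0% = median plate neutral-control signal and 100% = twice that signal; values of inactives mirror those of a sister screen read the other way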
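Test system: SR-BI-overexpressing, LDLR-lacking CHO cells; Also added: labelled HDL, 10 µg/mL; Measured by: bottom-read cell fluorescence after medium removal, ex 550/em 595 nm; Timing: 3 h uptake period with compound, 37 °C; Buffer or medium: F12, 0.5% BSA, 25 mM HEPES; Doses: single compound concentration, delivered by pin transfer.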
MITF TRPM1 HTS = MITF TRPM1 promoter activation in melanoma cells. SK-MEL-5 TRPM1-promoter luciferase, 24 h; % of positive control, neutral wells = 0. activation, % at 12.5 µM. 300,000 compounds, 0.75% hits;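 active means mean activation of at least 80% with every replicate also reaching 80%; inconclusive means mean reaches 80% but some replicate falls short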;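 further: 0% = neutral control wells and 100% = parthenolide positive control wells; values of inactives mirror those of a sister screen read the other way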
SR-BI HDL uptake = inhibitors of mouse SR-BI mediated HDL lipid uptake. ldlA[mSR-BI] CHO cells, DiI-HDL uptake fluorescence, 3 h. 320,000 compounds, 0.96% hits. AID 488896. inhibition, % at 12.5 µM;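 active means mean replicate inhibition of at least 70% and a set share of replicates each scoring 70 or more; inconclusive means meets just one of the two criteria; inactive means fails both criteria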;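 further: 0% = median of neutral control wells and 100% = median of positive control wells; values of inactives mirror those of a sister screen read the other way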
An asterisk follows results filed as active; ? = inconclusive; . = not tested or not shown.

Values run as follows: DSG3 Ab inh	Arrestin-AP2 inh	CDK5 inh	NSD2 HMT inh	PKA-R2B activ	PKA-R1A act	dFosB activator	SUMO Mot1 rescue	SR-BI DiI-HDL act	MITF TRPM1 HTS	SR-BI HDL uptake
> O=C(NC1CCC(=O)N(CCSc2ccccc2)CC1)OCc1ccccc1 (centres undefined)
 : 97	9	0.8	.	-4	6	5	-7	-5	0	5
> C=CCNC(=O)c1nn2cccnc2c1Cl
 : 102	19	0.8	-2	7	7	1	650	17	-3	-17
> COc1ccc(N(CC(=O)Nc2ccc(F)c(F)c2)S(=O)(=O)c2c(C)n[nH]c2C)cc1
 : 105	25	-0.3	-3	-8	-10	-6	-13	-5	-5	5
> CCCN1C(=O)CC(C(=O)OC)=C1C
 : 101	10	0.0	1	-11	-9	-2	191	11	-6	-11
> CCn1c(CNc2ccc(Cl)cc2)nnc1SCCN1CCCCC1
 : 112	-12	1.2	5	0	-4	-1	.	-3	4	3
> O=C(NCCNS(=O)(=O)c1cccc(C(F)(F)F)c1)c1cc(OCC(F)(F)F)ccc1OCC(F)(F)F
 : .	25	0.2	.	-9	-13	-5	-11	-26	.	26
> CC(C)OCCCNC(=O)c1cn(C)c2ccc(S(=O)(=O)N(C)C3CCCCC3)cc2c1=O
 : .	-8	-0.6	-5	-4	2	-21	-4	-7	-2	7
> CCOC(=O)c1oc2cc(O)c(CC)cc2c(=O)c1-c1cscn1
 : 101	-31	-0.4	-8	-1	-3	13	147	5	-5	-5
> COc1ccc(/C=C2\SC(=O)N(CC(=O)Nc3ccc(O)cc3)C2=O)cc1OC
 : 90	-11	-0.6	1	17	23*	25*	5	30	3	-30
> CC(C)(C)C(=O)Nc1ccccc1C(=O)Nc1ccccn1
 : 97	-2	0.8	0	5	-5	-6	-5	-12	-1	12
> COc1cccc(C(=O)N(Cc2nc(-c3cccc(C)c3)no2)C(C)C)c1OC
 : .	0	-3.5	-3	-8	-5	0	12	11	.	-11
> COC(=O)c1ccc(Cn2nnc3ccccc32)cc1
 : 106	-16	0.9	1	0	-1	6	-1	28	8	-28
> O=C(Cn1c(NCCO)nc2ccccc21)c1ccc(Cl)cc1
 : .	-7	-1.2	-4	-7	2	-3	-7	12	-17	-12
> COc1cccc(N(CC(=O)N2CCN(C)CC2)S(=O)(=O)c2ccc(C)cc2)c1
 : 99	-4	-0.1	4	-5	-10	-6	-4	0	-3	0
> COc1ccc(NC(=O)N2CCOCC2)cc1
 : 106	20	0.8	1	-5	5	2	-7	11	.	-11
> Cc1nc(NC(=O)c2csc3ccccc23)sc1C
 : 96	26	-0.5	5	1	2	-5	0	-27	30	27
> COc1ccc(-c2nnc(SCc3csc(N)n3)n2C)cc1
 : 102	-6	-0.2	1	-1	-4	1	-10	-4	7	4
> COc1ccc(NC(=O)CCN2CCN(S(=O)(=O)c3ccc(C(C)C)cc3)CC2)cc1
 : 113	30	-0.4	0	6	-2	-6	-12	-5	-9	5
> COc1ccc(-c2nnc(SCC(=O)c3cccs3)o2)cc1
 : .	1	0.0	1	-3	-11	-16	-12	-11	?	11
> N#Cc1cccc(C(=O)N(CCc2ccccc2)Cc2cccs2)c1
 : 92	5	-1.1	2	-6	8	-8	123	-6	-4	6
> COc1ccc([N+](=O)[O-])cc1/C=N/Nc1nc(N2CCCCC2)nc(N2CCCCC2)n1
 : 105	-14	-0.7	3	-10	-6	-1	-6	-19	5	19
> CC(C)n1nc(C(=O)Nc2ccc3c(c2)OCO3)c2ccccc2c1=O
 : .	15	-1.8	-1	-4	1	3	6	.	15	32
> COc1ccc(NS(=O)(=O)c2cccc(C(=O)N3CCN(Cc4cc(OC)ccc4OC)CC3)c2)cc1
 : 97	18	0.4	7	-4	-8	-5	3	-74	-2	74*
> Cn1cccc1C(=O)OCC(=O)Nc1ccc2[nH]c(=O)[nH]c2c1
 : 105	-1	-1.0	10	-8	-4	8	-11	16	-3	-16
> CC1CN(C(=O)C2CCCN2S(=O)(=O)c2ccc(Cl)cc2)CC(C)O1 (centres undefined)
 : 103	4	-1.4	-1	-10	-5	3	5	-6	3	6
> CN1CCN(C(N)=NC(=O)c2ccccc2)CC1
 : .	2	0.2	-3	-2	2	-4	10	17	2	-17
> Cc1ccc(S(=O)(=O)n2nc(-c3cccnc3)nc2N)cc1
 : 102	1	-0.3	0	1	-3	0	-7	9	.	-9
> CC(C)c1ccccc1NC(=O)COC(=O)c1cccnc1
 : 92	-4	-5.3	0	-4	3	-7	2	.	-13	.
> COc1ccc(OCC(O)CNC(=O)Nc2cc(C)cc(C)c2)cc1 (centres undefined)
 : .	26	-0.1	-6	-7	-2	-3	383	-19	.	19
> O=S(=O)(Nc1cccnc1)c1ccc2c(c1)OCCO2
 : 100	2	2.8	-4	-16	-7	5	-26	19	-6	-19
> Cn1nnnc1SCCNC/C=C/c1ccccc1
 : 96	-5	-4.1	17	-5	-10	2	6	17	2	-17
> Cc1ccc(CSc2sc(C(=O)c3ccccc3)c(N)c2C#N)cc1
 : 116	-6	0.2	4	-11	-10	-1	12	-8	11	8
> CCOC(=O)c1[nH]c(=O)[nH]c1CSc1ccccn1
 : 94	8	1.6	-2	1	-6	3	-10	27	.	-27
> CCc1cccc(NC(=O)Cn2ncn3c(cc4ccccc43)c2=O)c1
 : 98	2	0.1	-4	-1	-1	-7	2	-6	-9	6
> O=C(O)c1ccccc1-c1nc2ccccc2c(=O)[nH]1
 : 100	32	-0.7	-3	3	9	-1	-8	0	0	0
> CCCCCCCCC(=O)NNC(=O)c1c(O)c2ccccc2n(CC)c1=O
 : 101	10	-0.4	-3	-4	-1	-12	.	16	-3	-16
> COc1ccc(CC(=O)Nc2cccc(Cl)c2C)cc1S(=O)(=O)N1CCOCC1
 : .	15	0.0	-1	2	-2	-7	-26	-2	-3	2
> Cc1cc(Cl)c(S(=O)(=O)N2CCN(c3ccccn3)CC2)cc1OCC(=O)NC1CCCCC1
 : 104	5	-4.4	-1	-4	0	-11	16	-13	-2	13
> COc1ccc(OC)c(Nc2ncnc3ccccc23)c1
 : 104	0	-0.7	-2	2	5	-5	-1	-2	20	2
> CCOC(=O)C1C(=O)OC(C)(C)C1C(C)C(=O)c1ccccc1 (centres undefined)
 : 101	-7	0.2	1	4	-4	-1	-13	5	.	-5
> CC(C)(C)NC(=O)Cn1c(SCC(N)=O)nc2ccccc21
 : .	25	0.0	2	-5	-3	-3	8	19	9	-19
> OCCN1CCN(c2cc(-c3ccccc3)c3ccccc3n2)CC1
 : 109	-4	-1.9	3	-8	4	-4	-30	28	-5	-28
> Cc1cccc(N(CC(=O)NCCc2ccccc2)C(=O)c2csnn2)c1
 : .	5	-0.7	2	3	-7	-11	211	.	-2	.
> Cc1cccc(Nc2nc(N)c(C#N)c(CC#N)c2C#N)c1
 : 109	2	1.7	1	0	-8	-8	4	-6	14	6
> CCCSc1ccc([C@H]2N[C@@](C)(C(=O)OC)[C@H]3C(=O)N(C)C(=O)[C@@H]23)cc1OC
 : 76	1	-0.3	.	-16	3	-5	-22	3	5	-3
> O=S(=O)(Nc1nc2ccc(Cl)cc2s1)c1cccs1
 : 113	12	-7.5	.	12	-9	-1	12	.	-6	.
> CC(=O)N1CCN(c2nnc(-c3ccc(C)cc3)c3ccccc23)CC1
 : 93	2	-0.1	0	3	2	-6	440	-57	-13	57
> CC(=O)Nc1ccc2sc(NC(=O)CN3CCOCC3)nc2c1
 : 99	11	-0.3	0	-2	-1	-3	49	18	-22	-18
> COCC(C)N1CC(O)=C(c2nc(-c3ccc(Cl)cc3)cs2)C1=N (centres undefined)
 : 106	6	-0.7	-2	4	-5	-3	.	-82	-2	82*
> CCOc1cc(N2CCOCC2)c(OCC)cc1NC(=O)c1cc(S(=O)(=O)N2CCOCC2)ccc1F
 : 90	24	-0.5	3	6	7	-15	-7	-45	-12	45
> O=C(CSc1ccc2ccccc2c1)NCc1cccs1
 : 94	5	0.3	-3	3	-3	3	-1	6	23	-6
> Cc1cc(C)c(C)c(S(=O)(=O)N2CCN(Cc3nc4ccccc4[nH]3)CC2)c1C
 : 96	-13	-1.9	-1	8	4	-12	-4	-34	-9	34
> O=C(C1CCCC1)N1CCCC(Nc2ccc(F)cc2)C1 (centres undefined)
 : 99	-2	1.2	0	-4	-16	1	1	-8	-6	8
> CCc1cc(Cn2nc(-c3ccccc3)cc2C(=O)O)on1
 : 119	5	-2.3	.	-6	4	0	397	17	-2	-17
> Cn1c(=O)n(C)c2cc([N+](=O)[O-])c(N3CCN(S(=O)(=O)c4ccc5ccccc5c4)CC3)cc21
 : 100	29	4.4	.	-3	-5	-4	2	0	-8	0
> CCOC(=O)C1(CCOC)CCN(Cc2ccccc2-c2ccco2)CC1
 : 105	12	0.4	1	-2	3	-3	7	42	-3	-42
> Cc1ccc2c(c1)C(c1ccccc1)N(C(=O)c1cc3ccccc3oc1=O)CC(=O)N2 (centres undefined)
 : 103	19	-0.7	.	-7	0	-9	1	17	.	-17
> Cc1sc(NC(=O)CSc2nnc(CCNC(=O)c3cccs3)n2C)nc1-c1ccccc1
 : .	2	0.9	0	7	-2	-13	6	-10	.	10
> CCN1CCN(S(=O)(=O)c2ccc(Cl)c(C(=O)Nc3nnc(CC(C)C)s3)c2)CC1
 : 108	13	0.5	-3	9	-4	2	7	8	-13	-8
> NNC(=O)C1COc2cc3ccccc3cc2O1 (centres undefined)
 : 98	5	-0.1	3	-1	5	0	186	0	-15	0
> Cc1c(C)n2c3c(cccc13)CC2
 : 100	-2	1.3	0	7	-2	1	47	13	-9	-13
> COc1ccc(OCCn2cc(/C=C(\C#N)C(=O)NCc3ccco3)c3ccccc32)cc1
 : 102	34	-0.5	-1	9	2	-11	32	-20	11	20

Assay outcomes: PubChem, several laboratories

Rows were taken by chance. Share with any hit: about 4.7%.
